Source: PubChem
Bfl-1 Bim block: human Bim-Bfl-1 interaction inhibition. inhibition, % at 10 µM. 190,000 compounds, 0.12% hits. Bead-based flow cytometry, Bim-Bfl-1 binding inhibition;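 note: 0% = wells without compound plus tracer and 100% = blocker peptide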
RGS4-Gao reg: modulates binding of RGS4 to human Galphao; binding response (% of control), % at 10 µM; Multiplexed bead flow cytometry; actives lie on both sides; P09471; 220,000 compounds, 0.33% hits; in the data active = binding response below about 49% or above about 150%; inactive = in between;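 note: fluorescent Galphao activated with aluminum fluoride binding bead-coupled RGS4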
Target sequence (P09471 whole entry, looked up): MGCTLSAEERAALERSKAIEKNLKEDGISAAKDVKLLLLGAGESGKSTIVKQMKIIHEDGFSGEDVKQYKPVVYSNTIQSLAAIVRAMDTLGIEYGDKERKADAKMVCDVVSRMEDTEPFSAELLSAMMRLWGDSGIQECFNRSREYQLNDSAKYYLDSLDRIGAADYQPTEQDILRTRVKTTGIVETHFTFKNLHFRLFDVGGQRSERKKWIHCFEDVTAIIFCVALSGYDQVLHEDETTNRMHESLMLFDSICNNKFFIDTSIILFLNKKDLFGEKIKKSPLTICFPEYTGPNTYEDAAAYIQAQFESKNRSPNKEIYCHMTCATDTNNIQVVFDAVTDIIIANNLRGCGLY
Bim-Bcl-XL: disrupts Bim peptide binding to human Bcl-XL; bead flow cytometry, fluorescence; 190,000 compounds, 0.04% hits; inhibition, % at 10 µM; Q07817
ABCG2 inh: blocks JC-1 efflux by human ABCG2 transporter. IgMXP3 cells, flow cytometry. Q9UNQ0. AID 1325. 190,000 compounds, 0.1% hits. inhibition, % at 6.6 µM;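 active = inhibition above 80%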;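 note: 0% = DMSO and 100% = nicardipine control wells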
Target sequence (Q9UNQ0 whole entry, looked up): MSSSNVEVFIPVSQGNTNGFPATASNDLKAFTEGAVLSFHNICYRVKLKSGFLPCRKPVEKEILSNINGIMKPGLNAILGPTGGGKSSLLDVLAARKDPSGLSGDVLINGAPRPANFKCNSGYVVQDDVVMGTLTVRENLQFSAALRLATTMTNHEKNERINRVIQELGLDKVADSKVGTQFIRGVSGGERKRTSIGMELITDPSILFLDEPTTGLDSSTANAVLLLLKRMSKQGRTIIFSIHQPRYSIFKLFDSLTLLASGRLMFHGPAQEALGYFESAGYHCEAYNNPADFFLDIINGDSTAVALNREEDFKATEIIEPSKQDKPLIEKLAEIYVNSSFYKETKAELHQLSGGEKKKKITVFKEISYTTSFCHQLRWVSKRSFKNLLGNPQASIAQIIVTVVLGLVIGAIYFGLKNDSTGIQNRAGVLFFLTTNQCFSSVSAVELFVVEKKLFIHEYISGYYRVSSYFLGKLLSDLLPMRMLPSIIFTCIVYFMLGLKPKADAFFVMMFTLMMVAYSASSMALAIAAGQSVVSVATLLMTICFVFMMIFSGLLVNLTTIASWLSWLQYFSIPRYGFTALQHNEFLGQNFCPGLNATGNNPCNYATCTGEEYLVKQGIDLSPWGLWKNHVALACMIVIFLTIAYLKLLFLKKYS
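Measure – % inhibition of efflux relative to nicardipine and DMSO · Test system – ABCG2 IgMXP3 and barcoded ABCB1 CCRF-Adr cell mix · Control set – nicardipine as high control, DMSO as low control · Compound – one concentration, 6.6 µM final · Signal – flow cytometry of retained JC-1 fluorescence · Timing – 10 min exposure at 25 °C with rotation, no wash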
ABCB1 inh: human ABCB1 inhibition, ABCG2 as counter-screen; P08183; CCRF-Adr cells, JC-1 efflux, flow cytometry; inhibition, % at 6.6 µM; 190,000 compounds, 0.067% hits; AID 1326; in the data active = inhibition above about 40%;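 note: 0% = vehicle and 100% = reference inhibitor; higher value means more JC-1 retained so stronger ABCB1 efflux block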
Bim-Bcl-W: human Bim-Bcl-W interaction inhibition | Q92843 | bead-based flow cytometry, Bim peptide-Bcl-W binding | inhibition, % at 10 µM | 190,000 compounds, 0.02% hits | AID 952;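 note: 0% = bound tracer without compound and 100% = peptide blocker; higher means less fluorescent Bim peptide bound to Bcl-W beads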
Bcl-2 Bim block: human Bim-Bcl-2 interaction inhibition | P10415 | Bead-based flow cytometry, Bim peptide-Bcl-2 binding | inhibition, % at 10 µM | 190,000 compounds, 0.06% hits | AID 950; in the data active = inhibition above about 40%; inconclusive = no clear call, values can overlap the other calls;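 note: 0% = no compound wells with probe peptide and 100% = reference peptide inhibitor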
GSH bead fluor: compound fluoresces at 488/530 nm on GSH beads; GSH beads flow cytometry, compound fluorescence 488/530 nm; hits give high values; fluorescence (KMESF) at 10 µM; 190,000 compounds, 0.25% hits; in the data active = fluorescence above about 89;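 note: glutathione beads carrying GST-tagged Bcl family fusion proteins plus one bare bead set; values are compound well signal with DMSO vehicle wells as background; inactives centre near 16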
Bcl-B Bim block: disrupts Bim peptide binding to human Bcl-B; 190,000 compounds, 0.073% hits; Q9HD36; inhibition, % at 10 µM; bead-based flow cytometry;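 note: 0% = tracer peptide without compound and 100% = reference inhibitor peptide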
RGS7-Gao: regulators of human RGS7-Galphao interaction. P09471. 220,000 compounds, 0.35% hits. Multiplexed bead flow cytometry, RGS7-Galphao binding; actives lie on both sides. binding response (% of control), % at 10 µM; in the data active = binding response below about 49% or above about 150%; inconclusive = no clear call, values can overlap the other calls; inactive = in between;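 note: fluorescent Galphao held in activated GDP-AlF4 state binding bead-coupled RGS7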
RGS8-Gao: human RGS8-Galphao interaction regulation; P09471; response (percent of control binding), % at 10 µM; 220,000 compounds, 0.34% hits; multiplexed bead flow cytometry, RGS8-Galphao binding; actives lie on both sides; in the data active = response below about 60% or above about 140%; inactive = in between;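 note: Galphao activated as the GDP aluminium fluoride complex binding bead-coupled RGS8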
An asterisk follows results filed as active; ? = inconclusive. Cut-off read from the data, not from the text of the source, unless noted: active = inhibition above about 40%.

Molecule,Bfl-1 Bim block,Bim-Bcl-XL,ABCB1 inh,Bcl-2 Bim block,GSH bead fluor,ABCG2 inh,Bim-Bcl-W,Bcl-B Bim block,RGS8-Gao,RGS7-Gao,RGS4-Gao reg
CCOc1ccccc1NC(=O)N1CCC(c2nc3ccccc3[nH]2)CC1,-10,-3,1.0,-5,259*,6,2,-5,102,102,104
COc1cc(/C=C2\SC(=S)N(Nc3ccccc3)C2=O)ccc1O,-4,-6,0.1,1,13,-1,-4,-24,100,99,103
CCc1ccc(NC(=S)N(Cc2ccccc2)Cc2ccccn2)cc1,-2,1,1.1,2,10,29,0,1,102,101,100
COc1cc(C2C(C(=O)c3ccco3)=C(O)C(=O)N2c2cc(C)on2)cc(Br)c1O (stereo not given),0,-2,0.2,-4,15,1,0,0,108,103,110
CCCCCCC(=O)NNC(=O)c1c(O)c2ccccc2n(CC)c1=O,-1,0,0.5,1,71,17,-1,-3,98,97,97
CC(C)(C)c1ccc(C(CC(=O)O)NC(=O)Cc2ccc(F)cc2)cc1 (stereo not given),-4,-1,0.0,-2,11,-1,5,0,92,78,89
CCc1ccc(N2C(=O)c3sc4nnc(C)c(=O)n4c3C2=O)cc1,-1,10,-2.3,-2,36,-3,-2,-5,110,105,108
Nc1cccc(S(=O)(=O)c2cccc(N)c2)c1,0,0,-0.1,-6,20,0,-3,-4,103,102,103
CSc1cccc(NC(=O)Nc2ccc(Cl)cc2)c1,0,0,0.0,-1,21,0,0,0,98,96,100
CCN(CC)C(=O)c1cc2cc(Br)ccc2oc1=O,-8,-1,1.5,-10,23,3,1,-5,104,103,102
O=C(c1ccccc1Br)N1CCN(c2ccccc2)CC1,-9,-1,1.0,-3,35,12,0,-8,100,102,100
COc1ccc(N2CC(C)Cn3c2nc2c3c(=O)n(Cc3ccc(C)cc3)c(=O)n2C)c(OC)c1 (stereo not given),0,1,3.8,2,11,1,0,0,101,97,102
Cc1cccc(-n2c(O)c(C=NCc3ccccn3)c3ccccc3c2=O)c1,-8,-3,3.9,3,11,18,-2,-5,105,111,111
COC(=O)c1cccc(-n2[nH]nnc2=S)c1,1,-4,0.1,-1,12,1,0,-13,84,105,97
COc1ccc(C2CCCN2C(=O)Nc2ccc(F)cc2)cc1OC (stereo not given),0,-6,0.2,0,13,7,-5,-6,100,100,98
CN(c1ccccc1)S(=O)(=O)c1cccc(NC(=O)CSc2ncc(C(F)(F)F)cc2Cl)c1,-2,-3,0.2,0,9,1,-3,-1,102,101,105
Cc1cc(NC(=O)CCc2ccc(S(=O)(=O)N3CCOCC3)cc2)n(-c2ccccc2)n1,-14,-3,1.6,-6,20,14,1,-3,96,98,94
Cc1ccc(-n2c(-c3ccncc3)n[nH]c2=S)cc1,-2,-6,0.2,-4,13,1,-3,-28,104,107,103
Cc1ccc(N=CC2=C(O)CC(c3ccco3)CC2=O)cc1 (stereo not given),-2,-2,0.4,-3,27,3,-3,-5,96,95,99
N#Cc1ccc(Oc2cccnc2)cc1C#N,0,6,0.7,-3,34,1,-1,5,96,99,99
CCc1ccc2c(c1)c1nnc(NN)nc1n2CC,-4,7,0.3,1,10,5,0,1,102,100,101
CCC(C)[C@@H](C(=O)N1CCNCC1)n1cc(CCCCN)nn1 (stereo not given in full),-3,-2,0.4,-2,21,1,1,-3,103,106,103
Cc1ccc(Cn2c(O)c(N=NC(=S)Nc3ccccc3F)c3ccccc32)cc1,-3,-4,-0.5,0,14,-1,-10,-7,99,99,102
Cc1ccc(S(=O)(=O)N2c3cc(C)ccc3OCC2C(C)(C)C)cc1 (stereo not given),1,-1,0.3,-1,14,1,-4,-3,116,104,104
CCOC(=O)c1sc(NC(C)=O)nc1-c1ccccc1,-1,-1,-0.1,0,8,1,1,-1,105,100,102
C/C(=N\OC(=O)c1cccc(Cl)c1)c1sc(C)nc1C,-1,0,0.8,-2,8,9,-1,0,93,95,94
CCOC(=O)c1nnc(-c2ccc(C)cc2)nc1Oc1ccc(Cl)cc1Cl,0,-3,0.1,1,28,0,-1,-5,98,96,95
CC(C)C[C@@H]1NC(=O)N(CCN2CCOCC2)C1=O,-2,-1,-0.4,0,5,-1,4,-2,134,113,117
C(#Cc1ccccc1)CN1CCOCC1,-7,0,-1.4,-6,14,23,0,0,101,95,98
O=C(COC(=O)c1ccco1)NCc1ccc(F)cc1,-2,-2,0.2,0,19,1,0,-3,95,92,97
Cc1c(Cl)c(C(=O)N2CCCc3ccccc32)nn1C,-3,-3,0.3,0,16,3,-2,1,102,101,101
N/C(=N\NC(=O)c1ccc(F)cc1)c1cc2ccccc2oc1=O,-3,3,1.4,3,12,27,6,6,98,95,105
CC(C)Cn1c(N)c(C(=O)COC(=O)C2CC(=O)N(Cc3ccccc3Cl)C2)c(=O)n(C)c1=O (stereo not given),-4,0,0.0,-1,13,3,0,-5,102,111,104
CC1=C(C(=O)Nc2cccnc2)C(c2cccnc2)n2nc(-c3cccs3)nc2N1 (stereo not given),-8,1,1.0,-6,9,8,0,-8,95,99,87
Cc1ccc(C(=O)N2N=C(c3ccccc3)CC2(O)C(F)(F)F)o1 (stereo not given),0,0,0.7,-1,12,4,2,-1,102,102,101
O=C(Nn1c(-c2ccc(Br)cc2)nc2ccccc2c1=O)c1ccncc1,0,1,1.1,3,20,3,4,12,89,98,102
COc1ccc2cc(C3(C)NC(=O)NC3=O)ccc2c1 (stereo not given),-11,12,0.8,-6,30,0,-4,-7,98,96,97
Cc1ccc(C(=O)N2CCN(c3ncnc4c(-c5ccccc5)nsc34)CC2)cc1,-5,0,0.6,-2,10,4,-1,-5,103,107,100
CC(C)CC(=O)Nc1cc(NC(=O)CC(C)C)cc(C(=O)NC(C)(C)C)c1,-7,-1,-7.6,-8,11,-7,0,-7,102,99,100
COc1cc(CCC(=O)Nc2nnc(-c3cccnc3)s2)cc(OC)c1OC,0,-4,0.1,0,11,1,-2,-7,101,92,101
O=C(CC(C(=O)O)P(=O)(c1ccccc1)c1ccccc1)c1ccccc1 (stereo not given),-4,-4,-0.5,-2,9,2,0,-2,102,102,102
Cc1c(Cl)cnc(NC(=O)COC(=O)c2ccc([N+](=O)[O-])s2)c1Cl,1,-3,0.3,1,9,6,-5,1,104,99,98
Cc1ccc(N(CC(O)CON=C2c3ccccc3-c3ccccc32)S(C)(=O)=O)cc1 (stereo not given),-15,-6,2.9,-16,37,9,-2,-11,101,105,102
Cc1ccnc(NC(=O)CCC(=O)N(CC(=O)NC2CCCCC2)Cc2cccs2)c1,3,-4,0.3,0,12,0,0,-4,103,100,101
COc1ccc(C)cc1NCc1cccc(OC)c1OC,0,-2,0.6,-2,20,2,-2,-6,100,100,102
CCOC(=O)C(NC(=O)c1ccccc1)(N1CCOCC1)C(F)(F)F (stereo not given),0,0,-0.9,0,40,-1,-2,2,103,103,100
COc1ccccc1NC(=O)CCSc1nnc(-c2ccc(O)cc2)o1,-1,3,0.4,1,13,8,5,0,103,?,100
COC(=O)c1cc(C#N)c(N2CCN(C)CC2)nc1C,-6,-3,0.2,-4,18,-1,-4,-6,101,?,103
O=C(Nc1ccc(F)cc1F)N1CCCC(c2nc(-c3ccc(F)cc3)no2)C1 (stereo not given),-2,0,0.1,2,18,25,1,-2,100,101,104
O=C(O)c1ccccc1Nc1cccc(C(F)(F)F)c1,0,-5,0.1,2,21,3,-2,0,90,98,95
O=C(Cn1cc2c(n1)CCCCC2)Nc1c(F)c(F)cc(F)c1F,-8,-4,-2.1,-10,21,-1,0,-4,100,104,102
Fc1ccc(/C=N/NC2=Nc3cccc4cccc2c34)cc1,0,-10,0.7,-15,14,-6,-7,-19,101,96,99
O=C(CCC(=O)c1ccc(Oc2ccccc2)cc1)Nc1cccc(Cl)c1,-5,-11,-0.2,-5,11,5,-2,-6,101,105,107
C=CCN(C(=O)Nc1ccccc1)C1CC(=O)N(c2ccc(OC)cc2)C1=O (stereo not given),-7,1,0.0,0,9,0,0,-3,91,90,93
CC1CC(C(F)(F)F)n2ncnc2N1 (stereo not given),0,-4,0.3,0,23,2,-2,-1,102,100,98
CCOC(=O)N1CCC(N2Cc3cccc(C(=O)NCc4ccc(C)cc4)c3C2=O)CC1,-8,-1,5.2,-4,20,8,2,-5,101,101,102
COc1ccccc1NC(C)C(=O)N/N=C/c1cccs1 (stereo not given),-6,-1,0.7,0,13,10,-1,-4,104,106,103
COC(=O)CN1C(=O)C(O)(CC(=O)c2ccccc2)c2ccccc21 (stereo not given),-2,0,-0.1,-2,19,0,0,-2,97,96,97
O=C(Nc1cc([N+](=O)[O-])ccc1F)c1ccc2c(c1)OCCO2,-6,-3,0.4,-2,10,7,-3,-3,98,92,97
c1ccc2[nH]c(NCCN3CCOCC3)nc2c1,-19,-8,0.3,-13,27,1,-3,-10,101,96,101

More results follow.
Molecule,Bfl-1 Bim block,Bim-Bcl-XL,ABCB1 inh,Bcl-2 Bim block,GSH bead fluor,ABCG2 inh,Bim-Bcl-W,Bcl-B Bim block,RGS8-Gao,RGS7-Gao,RGS4-Gao reg
Cc1cccc(-n2cc[nH]c2=S)c1,3,-2,-0.1,2,4,-5,1,-22,105,102,105
Cc1ccc(NC2=C/C(=N/S(=O)(=O)c3cccs3)c3ccccc3C2=O)cc1C,-1,-1,0.3,1,14,4,-1,0,100,99,100
COc1ccc(-c2onc(C)c2-c2cnn(-c3ccccc3)c2)c(O)c1C,0,0,-0.2,0,10,1,4,0,93,88,91
CCn1c(C)nc2cc(C(=O)NNS(=O)(=O)c3c(F)cc(F)c(Cl)c3F)ccc21,-2,-5,0.4,-3,11,1,-1,-2,94,94,88
CCCn1c(C(=O)OC)cc2c1ccn2-c1ccc(F)cc1,-1,0,0.6,2,10,6,1,2,97,97,97
Nc1nc(N2CCN(C(c3ccccc3)c3ccccc3)CC2)n[nH]1,-2,-3,-0.1,-6,11,0,0,-1,57*,39*,82
COc1ccccc1N1C(=O)C2C3C=CC(C3)C2(C)C1=O (stereo not given),-2,-3,0.3,0,49,5,-1,0,102,93,97
CS(=O)(=O)N(Cc1ccccc1)c1ccc(C(=O)NC2CCCCC2O)cc1 (stereo not given),0,6,-0.1,0,45,1,-3,0,101,102,99
